High-throughput results from PubChem.
STAT3 act: increases IL-6 driven STAT3 reporter signal; activation (% of control), % at 5.6 µM; 190,000 tested, 0.91% active; U3A cells, IL-6 STAT3-luciferase reporter, luminescence; 100% = signal with IL-6 EC80 alone;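 active = activation above the screen-wide mean of compound activation plus 3 SD, cut at about 130% in these data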;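 note: 0% = background luminescence of wells with medium and substrate only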
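system = STAT3-luciferase reporter U3A cells | reagent = IL-6 stimulus at 33 ng/mL final | timing = 1 h compound pre-exposure, 6 h IL-6 stimulation, 37 °C | measured by = luminescence | evaluation = % activation versus median of IL-6-stimulated wells | control set = IL-6-only wells as 100% reference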
STAT1 activator: STAT1 signaling activation. NIH 3T3 STAT1-luciferase reporter, IFN-gamma, luminescence; 100% = IFN-gamma alone, no compound. activation (% of control), % at 5.5 µM. 200,000 tested, 2.6% active;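 active = activation above the screen-wide mean activation plus 3 SD, cut at about 130% in these data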;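 note: raw ratio to IFN-gamma control signal so 100% means no change and 0% no light; values of inactives mirror those of a sister screen read the other way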
FLuc inh counter: Photinus pyralis luciferase inhibition counter-screen; AID 1006; ATPLite firefly luciferase biochemical luminescence, 10 min; P08659; 200,000 tested, 1.5% active; inhibition, % at 10 µM;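 active = inhibition above about 50% when tested at 10 µM, limit read from the data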
Target sequence (P08659 whole entry, looked up): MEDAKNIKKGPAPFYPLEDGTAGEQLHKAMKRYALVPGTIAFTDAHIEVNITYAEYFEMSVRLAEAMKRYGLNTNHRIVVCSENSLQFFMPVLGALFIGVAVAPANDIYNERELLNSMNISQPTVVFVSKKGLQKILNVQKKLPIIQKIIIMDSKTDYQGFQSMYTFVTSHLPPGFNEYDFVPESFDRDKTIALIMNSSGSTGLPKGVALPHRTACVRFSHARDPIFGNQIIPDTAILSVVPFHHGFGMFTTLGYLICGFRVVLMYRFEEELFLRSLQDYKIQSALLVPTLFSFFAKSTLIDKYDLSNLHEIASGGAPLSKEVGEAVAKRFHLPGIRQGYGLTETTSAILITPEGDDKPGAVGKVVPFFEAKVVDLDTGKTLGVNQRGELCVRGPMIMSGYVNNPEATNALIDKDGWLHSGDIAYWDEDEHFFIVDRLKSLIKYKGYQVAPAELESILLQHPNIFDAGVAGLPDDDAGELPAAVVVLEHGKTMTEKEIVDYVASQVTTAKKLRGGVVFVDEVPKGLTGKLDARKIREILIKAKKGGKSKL
FLuc stim CS: affects firefly luciferase, flagging false hits in luciferase stimulation screens | P08659 | activation factor at 10 µM | ATPlite luciferase biochemical, luminescence, 10 min; 0 = ATP-free wells, 1 = DMSO control | 200,000 tested, under 10 active | AID 1027;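 active = luciferase activation factor, scaled between plate controls, of at least 2 with compound at 10 µM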
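System: luciferase plus luciferin reagent, cell-free; medium: PBS as buffer for the ATP substrate; dosing: test compounds dosed from 2 mM stocks in 100% DMSO; timing: 10 min post-reagent at room temperature; measured by: luminescence measurement of luciferase light output; evaluation: luciferase activation, seen as luminescence increase over controls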
ROMK primary: modulates human ROMK potassium channel activity; 130,000 tested, 2% active; Tet-inducible ROMK, thallium flux fluorescence; actives lie on both sides; B-score at 10 µM; AID 1918;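 active = signal ratio slope over the read window, or its plate-corrected B-score, at least 3 SD from the plate mean, either direction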;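 note: B-score of the F/F0 ratio slope over 7 to 12 s after thallium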
Target sequence (P48048 whole entry, looked up): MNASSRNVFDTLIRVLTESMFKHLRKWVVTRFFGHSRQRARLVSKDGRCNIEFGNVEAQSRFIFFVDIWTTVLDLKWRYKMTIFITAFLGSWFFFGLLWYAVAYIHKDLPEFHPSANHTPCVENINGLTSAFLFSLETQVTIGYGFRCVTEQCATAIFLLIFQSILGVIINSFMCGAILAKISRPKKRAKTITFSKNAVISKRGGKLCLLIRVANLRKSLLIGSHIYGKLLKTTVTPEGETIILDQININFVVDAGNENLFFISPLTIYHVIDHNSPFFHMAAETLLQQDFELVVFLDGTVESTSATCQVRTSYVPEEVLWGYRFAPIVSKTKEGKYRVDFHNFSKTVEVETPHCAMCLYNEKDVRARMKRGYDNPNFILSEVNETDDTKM
APP transl inh: APP translation inhibition | SH-SY5Y APP 5'UTR-luciferase reporter, luminescence | inhibition, % at 2 µM | 190,000 tested, 0.82% active | AID 1285;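 active = inhibition above a set limit, derived from the sample mean plus 3 SD, cut at about 45% in these data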; note: values of inactives mirror those of a sister screen read the other way
STAT1 blocker: reduces IFN-gamma driven STAT1 reporter signal; 200,000 tested, 0.35% active; inhibition, % at 5.5 µM; NIH 3T3 STAT1-luciferase reporter, luminescence;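 active = inhibition above a set limit, the mean inhibition across all tested compounds plus 3 SD, cut at about 34% in these data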;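 note: 0% = IFN-gamma with DMSO and 100% = IFN-gamma with 300 µM nifuroxazide; values of inactives mirror those of a sister screen read the other way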
APP 5'UTR act: activates APP 5'UTR luciferase reporter. 190,000 tested, 1% active. SH-SY5Y APP 5'UTR luciferase reporter, luminescence; zero percent = DMSO vehicle wells. activation, % at 2 µM;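 active = activation above a set limit, based on mean plus 3 SD of controls, cut at about 140% in these data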; note: values of inactives mirror those of a sister screen read the other way
NF-kB neuron act: NF-kB expression increase, human neuronal cells | 190,000 tested, 1.6% active | fold change at 12.5 µM | NF-kB reporter expression; stronger effect = higher value; in the data active = fold change above about 3.3
STAT3 blocker: reduces IL-6 driven STAT3 reporter signal; U3A cells, IL-6 STAT3-luciferase reporter, luminescence; host cell line lacks STAT1; inhibition, % at 5.5 µM; 190,000 tested, 0.89% active; AID 862;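 active = inhibition above the mean inhibition across all screened compounds plus 3 SD, cut at about 44% in these data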;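 note: 0% = DMSO only wells and 100% = 100 µM nifuroxazide control wells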
* = called active by the depositor; / = no result given.

no. | canonical_smiles | STAT3 act | STAT1 activator | FLuc inh counter | FLuc stim CS | ROMK primary
1 | Cc1cccc(N2C(=O)CC(N3CCN(c4ccccn4)CC3)C2=O)c1 (configuration not stated) | 105 | 109 | -8 | 1.1 | 0.069
2 | CCC(C(=O)NC1CCCCC1)n1c(SCc2cccc(F)c2)nc2ccncc21 (configuration not stated) | 95 | 104 | -2 | 1 | 0.71
3 | CC(OC(=O)CCN1C(=O)c2cccc([N+](=O)[O-])c2C1=O)C(=O)Nc1cc(Cl)cc(Cl)c1 (configuration not stated) | 107 | 99 | -1 | 1 | 0.054
4 | CNC(=O)CN(c1cc(C)ccc1C)S(C)(=O)=O | 100 | 103 | -1 | 1 | /
5 | CCOc1ccc(-n2c(SCc3ccc(C(=O)OC)o3)nc3c(c2=O)SCC3)cc1 | 95 | 102 | -4 | 1 | 0.0055
6 | COc1ccc2nc(C)cc(SCC(=O)Nc3c(C)cccc3C)c2c1 | 89 | 96 | 0 | 1 | /
7 | Nc1nonc1C(=O)N/N=C/c1ccncc1 | 100 | 118 | -5 | 1.1 | 0.47
8 | Fc1cc2nc(-c3ccncc3)[nH]c2cc1F | 106 | 109 | -2 | 1 | -0.83
9 | COc1ccc(-c2nc(C(N)=O)c3[nH]c(=O)n(-c4cccc(Cl)c4)c3n2)cc1OC | 102 | 103 | -3 | 1 | /
10 | O=C(CCSc1ccc(F)cc1)Nc1ccc(-n2cnnn2)cc1 | 92 | 99 | 3 | 1 | -2.6

no. | APP transl inh | STAT1 blocker | APP 5'UTR act | NF-kB neuron act | STAT3 blocker
1 | 2 | -12 | -2 | 0.85 | -3
2 | -22 | -5 | 22 | 0.86 | 6
3 | -17 | 1 | 17 | 1 | -9
4 | 17 | -4 | -17 | 1.1 | 0
5 | 2 | -4 | -2 | 0.46 | 11
6 | -13 | 4 | 13 | 1 | 9
7 | 16 | -17 | -16 | 1.3 | 5
8 | -23 | -10 | 23 | 1.9 | 0
9 | -2 | -4 | 2 | 0.78 | 3
10 | -9 | 1 | 9 | 0.97 | 16

Carrying on.
no. | canonical_smiles | STAT3 act | STAT1 activator | FLuc inh counter | FLuc stim CS | ROMK primary
11 | CC(=O)c1sc(-c2ccccn2)nc1C | 94 | 109 | -2 | 1 | 0.65
12 | O=C(O)CCN(Cc1ccccc1)S(=O)(=O)c1ccccc1Cl | 100 | 100 | -1 | 1 | -1.3
13 | Cc1cc(C)nc(NS(=O)(=O)c2ccc(NC(=O)COc3ccccc3)cc2)n1 | 94 | 101 | -10 | 1.1 | /
14 | O=C(CN1CCc2ccccc2C1)Nc1ccc(F)cc1F | 103 | 87 | -5 | 1.1 | -0.53
15 | Cc1ccc(NC(=O)C(C)Sc2nnc(-c3cccnc3)o2)cc1 (configuration not stated) | 85 | 109 | -7 | 1.1 | /
16 | Cc1sc(NC(=O)c2ccco2)c(C(c2cccnc2)N2CCN(CCO)CC2)c1C (configuration not stated) | 96 | 106 | -4 | 1 | -0.43
17 | Cc1cc(N2CC(C)OC(C)C2)nc2ccccc12 (configuration not stated) | 84 | 98 | -4 | 1 | 0.86
18 | CCCCn1ccnc1C(=O)c1cccc(S(=O)(=O)N2CC(C)CC(C)C2)c1 (configuration not stated) | 97 | 103 | 0 | 1 | -1.8
19 | S=C(NCCc1ccccn1)Nc1ccc(Cl)cc1 | 90 | 94 | 4 | 1 | /
20 | Cn1cc(CN2CCCC(C(=O)c3nccn3C)C2)c(-c2cccc(Cl)c2)n1 (configuration not stated) | 102 | 96 | -7 | 1.1 | -0.17

no. | APP transl inh | STAT1 blocker | APP 5'UTR act | NF-kB neuron act | STAT3 blocker
11 | -14 | -12 | 14 | 1.2 | 12
12 | -8 | -1 | 8 | 1.5 | 1
13 | 1 | -1 | -1 | 1.1 | 11
14 | 4 | 13 | -4 | 0.72 | 3
15 | 3 | -10 | -3 | 1.3 | 23
16 | -4 | -8 | 4 | 0.85 | 15
17 | 6 | 1 | -6 | 1.2 | 21
18 | -6 | 0 | 6 | 0.7 | 4
19 | -21 | 7 | 21 | 1.3 | 16
20 | -4 | 4 | 4 | 0.99 | 10

Next part
no. | canonical_smiles | STAT3 act | STAT1 activator | FLuc inh counter | FLuc stim CS | ROMK primary
21 | CC(C)(C)n1nnnc1CN(Cc1cccnc1)Cc1ccccc1Cl | 105 | 99 | 0 | 1 | -0.057
22 | O=S(=O)(Cc1ccccc1)/C1=C(\N2CCOCC2)CCCCCC1 | 97 | 95 | -2 | 1 | 0.043
23 | N#Cc1cc(-c2ccccc2)cnc1Cl | 96 | 99 | -5 | 1.1 | /
24 | CC1CCN(c2ccc(C(=O)NCc3ccc4c(c3)OCO4)cc2[N+](=O)[O-])CC1 | 94 | 103 | -3 | 1 | 0.21
25 | CCOc1cc(N2CCOCC2)c(OCC)cc1NC(=O)CN1C(=O)C2C3C=CC(C3)C2C1=O (configuration not stated) | 90 | 108 | -2 | 1 | 1.5
26 | O=C(CNC(=O)c1ccco1)OCc1c(F)cccc1Cl | 95 | 106 | 12 | 0.9 | -0.037
27 | CN(Cc1ccccc1)C(=O)COC(=O)CCNC(=O)c1ccccc1Cl | 107 | 100 | -6 | 1.1 | -0.028
28 | COc1ccccc1CN=c1c([N+](=O)[O-])nn(-c2ccc3c(c2)OCCO3)n1O | 102 | 108 | -3 | 1 | 1.3
29 | COc1cccc(/C=N/NC(=O)CCn2c3ccccc3c3ccccc32)c1 | 100 | 100 | -6 | 1.1 | /
30 | COC(=O)c1c(NC(=O)CN2CCN(C(=O)c3ccco3)CC2)c2cc(C)ccc2n1C | 139* | 103 | -8 | 1.1 | /

no. | APP transl inh | STAT1 blocker | APP 5'UTR act | NF-kB neuron act | STAT3 blocker
21 | / | 0 | / | 1.3 | -5
22 | 9 | 6 | -9 | 1 | 6
23 | / | 1 | / | 1.2 | 11
24 | 7 | -3 | -7 | 1.1 | 6
25 | 5 | -9 | -5 | 1.1 | 14
26 | 2 | -6 | -2 | 1.5 | 14
27 | 3 | -1 | -3 | 1 | -6
28 | -32 | -9 | 33 | 1.8 | -4
29 | -12 | 0 | 11 | 1 | 0
30 | -8 | -3 | 8 | 0.61 | -37

An excerpt from above in order of the STAT3 act value, descending:
# | Structure | STAT3 act | STAT1 activator | FLuc stim CS | ROMK primary | APP transl inh | STAT1 blocker | APP 5'UTR act | NF-kB neuron act
7 | Nc1nonc1C(=O)N/N=C/c1ccncc1 | 100 | 118 | 1.1 | 0.47 | 16 | -17 | -16 | 1.3
26 | O=C(CNC(=O)c1ccco1)OCc1c(F)cccc1Cl | 95 | 106 | 0.9 | -0.037 | 2 | -6 | -2 | 1.5
11 | CC(=O)c1sc(-c2ccccn2)nc1C | 94 | 109 | 1 | 0.65 | -14 | -12 | 14 | 1.2
10 | O=C(CCSc1ccc(F)cc1)Nc1ccc(-n2cnnn2)cc1 | 92 | 99 | 1 | -2.6 | -9 | 1 | 9 | 0.97

(more compounds)
no. | canonical_smiles | STAT3 act | STAT1 activator | FLuc inh counter | FLuc stim CS | ROMK primary
31 | O=C(COC(=O)c1cc(-c2cccc3ccccc23)nc2ccccc12)NC1CCS(=O)(=O)C1 (configuration not stated) | 107 | 97 | 2 | 1 | /
32 | COC(=O)c1ccc(NC(=O)CSc2n[nH]c(-c3ccncc3)n2)cc1 | 98 | 107 | -3 | 1 | 2
33 | CN(CC(=O)Nc1cccc(F)c1)C(=O)CCCc1cccs1 | 105 | 101 | 0 | 1 | /
34 | COc1ccc(OC)c(C2C(C(C)=O)=C(O)C(=O)N2CCN2CCOCC2)c1 (configuration not stated) | 98 | 100 | -7 | 1.1 | /
35 | COc1ccc(OCc2nnc(SCC(=O)N(C)Cc3ccccc3)n2N)cc1 | 101 | 99 | 1 | 1 | -0.57
36 | CCOc1ccc(N2CC(C(=O)Nc3ncccc3C)CC2=O)cc1 (configuration not stated) | 94 | 102 | -6 | 1.1 | /
37 | Cc1nc(Nc2nc(-c3ccccc3)cc(=O)[nH]2)nc2ccccc12 | 78 | 111 | / | / | /
38 | C=CCc1ccccc1OCC(CN1CCCCC1)OC(C)=O (configuration not stated) | 103 | 110 | -6 | 1.1 | -1.2
39 | Cc1nn(-c2ccccc2)c(Cl)c1CN(C(=O)CCl)c1cccc2ccccc12 | 105 | 95 | -6 | 1.1 | 0.75
40 | COc1cc(NS(=O)(=O)c2ccc(C)cc2)ccc1-n1cnnn1 | 103 | 99 | -7 | 1.1 | /

no. | APP transl inh | STAT1 blocker | APP 5'UTR act | NF-kB neuron act | STAT3 blocker
31 | -7 | 4 | 7 | 0.8 | -8
32 | -8 | -8 | 8 | 1.2 | 3
33 | 6 | -1 | -6 | 0.87 | -11
34 | -15 | 0 | 15 | 0.89 | 6
35 | -1 | -1 | 1 | 1 | 6
36 | 2 | 0 | -2 | 1.1 | 9
37 | -9 | -12 | 9 | / | 28
38 | -11 | -11 | 11 | 0.96 | -1
39 | 5 | 6 | -5 | 0.17 | -8
40 | 2 | 1 | -3 | 0.99 | 2

Continuation.
no. | canonical_smiles | STAT3 act | STAT1 activator | FLuc inh counter | FLuc stim CS | ROMK primary
41 | CCN(CC)S(=O)(=O)c1cc(NS(=O)(=O)c2cccc(Cl)c2)ccc1C | 105 | 100 | -9 | 1.1 | /
42 | O=C1CN(c2ccc(Br)cc2)C(=O)N1CC(=O)N1CCCc2ccccc21 | 102 | 103 | -1 | 1 | /
43 | CCOC1=C/C(=C/c2c(N)n3nc(-c4ccccc4)sc3nc2=O)C=CC1=O | 104 | 105 | -8 | 1.1 | -3.5*
44 | COc1ccc(NS(=O)(=O)c2cc(NC(=O)CC(=O)c3ccc([N+](=O)[O-])cc3)ccc2C)cc1 | 98 | 93 | -4 | 1 | -0.43
45 | Cc1ccc(S(=O)(=O)N2CCCC(C(=O)NCc3ccccn3)C2)cc1 (configuration not stated) | 102 | 92 | -3 | 1 | /
46 | Cn1c(N)c(C(=O)COC(=O)CCc2nc3ccccc3s2)c(=O)n(C)c1=O | 90 | 97 | -10 | 1.1 | 1
47 | O=C(Nc1cccc(Cl)c1)Nc1nnc(-c2ccncc2)s1 | 70 | 70 | -4 | 1 | /
48 | S=C(Nc1ccc(Cl)cc1)NC1CCN(Cc2ccccc2)CC1 | 94 | 97 | -4 | 1 | -1.7
49 | CC(C)Cc1cc(C(=O)N2CCN(c3ccc(F)cc3)CC2)no1 | 96 | 104 | -4 | 1 | /
50 | Cc1cc(=O)[nH]c(N/N=C/CCc2ccccc2)n1 | 97 | 99 | -2 | 1 | 0.79

no. | APP transl inh | STAT1 blocker | APP 5'UTR act | NF-kB neuron act | STAT3 blocker
41 | -21 | 0 | 21 | 0.89 | -6
42 | 10 | -3 | -10 | 0.76 | 0
43 | -32 | -7 | 32 | 0.73 | -3
44 | -3 | 5 | 3 | 0.88 | 8
45 | 3 | 9 | -3 | 1.1 | 1
46 | 2 | 1 | -2 | 1.1 | 18
47 | 1 | 34 | -1 | 0.49 | 38
48 | 6 | 4 | -6 | 0.85 | 5
49 | 3 | -3 | -3 | 1.1 | 6
50 | -26 | 1 | 26 | 1.4 | 11
